From PubChem
OXTR agonist: human OXTR agonism; activation, % at 3 µM; CHO-OTR cells, Fluo-8 calcium fluorescence; normalized: DMSO 0%, oxytocin 100%; AID 2435; 320,000 tested, 0.32% active;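 active means activation above the mean of all tested compounds plus 3 SD, cutoff set per screening run, cut at about 20% in these data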;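 further: peak over basal fluorescence ratio from a 100 s FLIPR kinetic read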
Target sequence (P30559 whole entry, looked up): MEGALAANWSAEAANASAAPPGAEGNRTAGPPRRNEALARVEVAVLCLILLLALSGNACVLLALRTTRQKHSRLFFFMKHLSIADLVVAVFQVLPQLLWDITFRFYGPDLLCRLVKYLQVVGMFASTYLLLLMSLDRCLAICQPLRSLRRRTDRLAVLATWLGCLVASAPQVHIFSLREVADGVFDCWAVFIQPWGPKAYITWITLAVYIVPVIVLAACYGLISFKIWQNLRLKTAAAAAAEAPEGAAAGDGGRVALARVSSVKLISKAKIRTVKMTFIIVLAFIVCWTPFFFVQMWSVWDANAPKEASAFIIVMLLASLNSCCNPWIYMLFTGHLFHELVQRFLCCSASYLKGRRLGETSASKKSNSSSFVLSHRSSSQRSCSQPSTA
GalR3 antag: human GalR3 antagonism; 360,000 tested, 0.44% active; AID 651719; inhibition, % at 3 µM; O60755; HEK293 GalR3-CNG cAMP membrane potential fluorescence; galR3 body fused to GalR1 C-terminus;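 active means inhibition above the screen-wide average plus 3 SD, cut at about 13% in these data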;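 further: forskolin and galanin both at EC90 stimulate the cells; cAMP rise reported by CNG channel membrane potential dye signal; 0% = forskolin plus galanin with DMSO and 100% = forskolin alone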
Target sequence (O60755 1-299 limits assumed): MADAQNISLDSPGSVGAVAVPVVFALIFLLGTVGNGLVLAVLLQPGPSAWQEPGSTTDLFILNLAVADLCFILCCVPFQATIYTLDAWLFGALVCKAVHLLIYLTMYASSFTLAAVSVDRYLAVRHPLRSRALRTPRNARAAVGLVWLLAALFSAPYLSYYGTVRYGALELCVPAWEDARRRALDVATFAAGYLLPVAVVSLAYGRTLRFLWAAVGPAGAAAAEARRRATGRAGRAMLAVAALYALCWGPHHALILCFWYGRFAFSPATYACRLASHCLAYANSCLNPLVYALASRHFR
FID counter: fluorescent intercalator displacement, NS3 helicase counter-screen; DNA fluorescent intercalator displacement, fluorescence; inhibition, % at 7.9 µM; 290,000 tested, 0.17% active; in the data active means inhibition above about 37%;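 further: 0% = vehicle and 100% = reference compound; higher means more ethidium bromide displaced from hairpin DNA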
V1R ag counter: V1a receptor agonism, counter-screen for OXTR agonists; P37288; CHO-V1R cells, Fluo-8 calcium fluorescence, agonist mode; 0% DMSO, 100% 3 nM vasopressin; activation, % at 3 µM; 320,000 tested, 0.25% active;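 active means activation above the mean activation of all tested compounds plus 3 SD, per screening run, cut at about 20% in these data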;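 further: signal is peak over basal fluorescence ratio across a 100 second FLIPR read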
VIM-2 inh: blocks Pseudomonas aeruginosa VIM-2 metallo-beta-lactamase. 290,000 tested, 0.89% active. inhibition, % at 5.6 µM. purified VIM-2, nitrocefin hydrolysis, epi-absorbance fluorescence. AID 1527;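 active means inhibition above the mean of all tested compounds plus 3 SD, cutoff set per screening run, cut at about 7.5% in these data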;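 further: red hydrolysis product quenches plate fluorescence so inhibitors raise well fluorescence; 0% = enzyme with DMSO and 100% = DMSO without enzyme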
PHOSPHO1 inh: inhibitors of human PHOSPHO1 phosphatase | AID 1565 | 290,000 tested, 1.1% active | recombinant PHOSPHO1, absorbance phosphatase assay | Q8TCT1 | inhibition, % at 13.3 µM; in the data active means inhibition above about 60%
Target sequence (Q8TCT1 whole entry, looked up): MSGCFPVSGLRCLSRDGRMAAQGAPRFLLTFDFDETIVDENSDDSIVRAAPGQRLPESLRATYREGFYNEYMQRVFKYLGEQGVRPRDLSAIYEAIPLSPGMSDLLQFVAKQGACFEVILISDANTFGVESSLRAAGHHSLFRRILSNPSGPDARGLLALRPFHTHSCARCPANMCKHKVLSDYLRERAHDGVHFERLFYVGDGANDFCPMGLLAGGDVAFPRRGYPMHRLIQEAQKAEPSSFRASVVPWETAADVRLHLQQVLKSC
GPR7 antagonist: blocks human GPR7 receptor signaling; 290,000 tested, 1.1% active; P48145; GPR7-expressing cells, fluorescence antagonist assay; inhibition, % at 4.4 µM; in the data active means inhibition above about 16%, passing the limit was not always enough;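 further: cells stimulated with the agonist NPW; 0% = agonist with vehicle and 100% = vehicle without agonist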
HCV NS3 hel inh: blocks Hepatitis C virus NS3 helicase unwinding; 290,000 tested, 0.56% active; inhibition, % at 10.9 µM; AID 1800; NS3 helicase DNA unwinding, Cy5 molecular beacon fluorescence;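 active means inhibition above the mean of all tested compounds plus 3 SD, set per campaign, cut at about 35% in these data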;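 further: 0% = DMSO wells and 100% = thioflavine S control wells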
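assay system = NS3 helicase fragment of HCV | buffer or medium = MOPS pH 6.5, MgCl2, DTT, Tween20, BSA | timing = 60 min unwinding reaction at 25 °C after ATP addition | signal = Cy5 beacon fluorescence read at start and 1 h | read-out basis = % inhibition of unwinding | control set = low DMSO, high thioflavine S at 110 µM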
IMP-1 inh: blocks Pseudomonas aeruginosa IMP-1 metallo-beta-lactamase | purified IMP-1, nitrocefin hydrolysis, epi-absorbance fluorescence | inhibition, % at 5.6 µM | 290,000 tested, 0.45% active;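 active means inhibition above the mean plus 3 SD of all compounds in the same screening run, cut at about 4.5% in these data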;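 further: 0% = IMP-1 with DMSO and 100% = DMSO wells lacking enzyme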
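system = purified recombinant IMP-1 beta-lactamase | amount = 0.2 nM IMP-1, as dispensed | medium = HEPES buffer pH 7.1 with ZnSO4 and Brij 35 | times = 25 °C, 15 min preincubation, 25 min reaction | detection = plate fluorescence quenching by hydrolysis product, ex 480/em 530 nm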
* marks the source's active call; other numbers are inactive results; / = not tested or not shown. Rows are unselected; overall some 4.3% were active at least once.

SMILES	OXTR agonist	GalR3 antag	FID counter	V1R ag counter	VIM-2 inh	PHOSPHO1 inh	GPR7 antagonist	HCV NS3 hel inh	IMP-1 inh
Cc1noc(C)c1COc1ccccc1C(=O)NCCc1ccc(S(N)(=O)=O)cc1	0.7	-3	-23	-0.3	0.5	33	-11	1	-2.8
Cc1cc(C=O)c(C)n1-c1cc(C(=O)O)cc(C(=O)O)c1	1.8	1	4	0.4	-4.1	44	-4	24	-3.1
Nc1c(C=C2C=CC(=O)C=C2)c(=O)nc2sc(CC(=O)N3CCOCC3)nn12	0.1	-1	-21	1.1	0.7	18	1	6	-1.4
O=C(NCCCN1CCCCC1)c1ccc2c(c1)NC(=O)C(N1CCCCC1)S2 (stereo unspecified)	0.7	-6	1	1.0	0.4	-14	-9	-7	5.2*
O=C(COC(=O)Cc1ccc(Cl)cc1)Nc1c(F)cccc1F	0.4	-4	-7	2.0	0.3	16	12	-6	-2.1
Cc1cc(C)cc(NC(=O)c2cccc(N3C(=O)C4C5C=CC(C5)C4C3=O)c2)c1 (stereo unspecified)	/	-4	-19	/	-1.4	/	-10	-5	-1.6
CC(=O)Nc1ccc(NC(=O)/C=C/c2cccc(C(F)(F)F)c2)cc1	0.5	0	-5	0.5	-1.8	-1	-4	-11	-2.3
O=S(=O)(NC1=NCCC1)c1cccc(NC(=S)NCCc2ccccc2)c1	0.0	-2	-13	0.7	-2.1	1	-1	7	-0.7
CCOc1ccc(N(C(=O)c2snc(C(N)=O)c2N)C(C)C(=O)NC2CCCCC2)cc1 (stereo unspecified)	-2.2	-7	-39	-1.2	-0.3	2	-1	23	1.4
COC1CCCN(Cc2c(C(=O)N3CCc4ccccc4C3)nc3ccc(Cl)cn23)C1 (stereo unspecified)	-0.4	-1	-26	1.5	-1.4	27	-8	2	-1.1
COc1nc(OC)nc(N2CCC(C(=O)NCc3ccc(F)cc3)CC2)n1	0.4	-1	-2	0.5	-0.5	0	0	-6	0.2
CCn1c(SCC(=O)NCc2ccco2)nnc1-c1ccc(N)cc1	0.9	-2	-6	0.6	-3.1	43	-5	3	-2.8
CCc1ccc(NC(=O)CSc2nc3cc(C(=O)OC)ccc3c(=O)n2Cc2ccco2)cc1	0.1	-4	5	-0.4	-2.0	-10	-11	7	-2.6
Cc1c(C(=O)O)sc2nc(/C=C/c3cccc(F)c3)[nH]c(=O)c12	-1.0	-10	-17	0.3	1.6	23	3	63*	2.3
O=C(O)COn1c(-c2ccccc2)nc2ccc([N+](=O)[O-])cc21	-0.5	-3	7	1.1	-2.3	42	31*	2	-1.4
CCC(C(=O)Nc1ccc2c(c1)OCCO2)n1c(=O)[nH]c2ccccc2c1=O (stereo unspecified)	-0.9	-6	-12	1.2	-1.2	10	4	18	-2.1
CCN1C(=O)/C(=C/C=C2/Sc3ccccc3N2CCO)SC1=S	10	-1	-3	12	-1.6	-52	-2	-6	-1.7
COc1ccc2[nH]cc(C(=O)CN3CCN(C/C=C/c4ccccc4)CC3)c2c1	/	-7	31	/	-0.8	-11	3	-47	-0.7
O=C(NN=C1CCCC1)c1ccn[nH]1	0.3	-5	-5	0.1	-1.3	-12	0	1	-1.1
CCN(CC)CCN(C(=O)c1ccc2c(c1)OCCO2)c1nc2cc3c(cc2s1)OCO3	0.2	-2	17	0.2	-1.4	34	-2	-14	-2.1
O=C(CCCn1cnc2ccccc2c1=O)Nc1ccccc1F	-0.3	-5	-7	0.1	-2.1	/	-8	-2	-4.0
COC(=O)NCC(c1cccnc1)N1CCN(c2ccccc2F)CC1 (stereo unspecified)	0.9	/	2	1.0	-1.2	-5	-12	1	-2.8
CC(=O)NS(=O)(=O)c1ccc(NC(=O)C2c3ccccc3Oc3ccccc32)cc1	0.7	1	-21	0.3	-0.2	3	-12	11	-0.3
C=CCNC(=O)C(C(=O)OCC)C1CCCCC1 (stereo unspecified)	-0.5	0	1	0.3	-2.4	3	-11	21	-0.1
CC1(C)CCc2cc(-c3ccnc(=S)[nH]3)ccc2O1	-2.7	-2	-9	-1.0	-0.4	-41	9	7	-2.1

Records listed above shown as hits in GPR7 antagonist:
compound | GalR3 antag | VIM-2 inh | PHOSPHO1 inh | GPR7 antagonist | HCV NS3 hel inh | IMP-1 inh
O=C(O)COn1c(-c2ccccc2)nc2ccc([N+](=O)[O-])cc21 | -3 | -2.3 | 42 | 31* | 2 | -1.4

Additional results follow.
SMILES	OXTR agonist	GalR3 antag	FID counter	V1R ag counter	VIM-2 inh	PHOSPHO1 inh	GPR7 antagonist	HCV NS3 hel inh	IMP-1 inh
O=C(N/N=C/c1c(Cl)cccc1Cl)c1ccc(F)cc1	-1.0	-6	-4	-0.1	-2.2	30	-11	3	-3.4
Cn1c(SCC(=O)c2c(N)n(C)c(=O)n(C)c2=O)nnc1-c1ccc(F)cc1	-0.1	2	-6	0.4	-3.4	13	-2	5	-3.5
Cc1nc2[nH]c(=O)c3c(n2n1)NC1=C(C(=O)CC(C)(C)C1)C3c1ccccc1 (stereo unspecified)	0.1	-1	-17	0.7	-1.1	-4	0	5	-2.1
Cc1nc(CNS(=O)(=O)c2cc(F)ccc2F)cs1	0.4	0	-6	0.4	-0.4	-2	-11	11	-4.3
CCOC(=O)CC(=O)CSc1nnc2c(n1)[nH]c1ccccc12	0.0	-6	-2	-0.1	1.1	31	10	11	-1.2
COc1cc(OC)cc(C(=O)NNc2nc3cc4c(cc3s2)OCO4)c1	1.0	/	-11	2.4	-4.2	-18	-3	1	-2.8
CC(C)Cc1nnc(NC(=O)c2cc(-c3ccncc3)nc3ccccc23)s1	0.0	-3	-34	0.6	0.4	15	-6	-10	-3.4
O=C(CSCc1cnn(-c2ccccc2)c1-n1cccc1)NCC1CCCO1 (stereo unspecified)	-1.2	1	-26	0.3	-2.5	0	-8	-5	-0.9
Cc1ccc(CC(=O)Nc2nncs2)cc1	-0.7	0	1	0.3	-4.6	-11	-2	4	-3.3
O=C(CSc1nnc(CNC(=O)c2c(F)cccc2Cl)o1)NCc1ccc2c(c1)OCO2	-1.8	-2	-5	0.4	-1.7	36	-5	1	2.4
Cc1ccc(Nc2nc3c(c(=O)[nH]c(=O)n3C)n2Cc2ccc(F)cc2)cc1	-2.8	1	-4	-1.8	-1.5	8	-14	-2	0.7
COc1ccc(C(=O)Nc2ccc(N3CCOCC3)cc2)cc1S(=O)(=O)NC1CCCC1	-0.4	-3	-30	1.1	-1.2	16	4	-4	-2.4
C=CCN1C(=O)/C(=C2/C(=O)N(CC(=O)O)c3ccccc32)S/C1=N/c1nccs1	/	/	-16	/	-1.7	23	1	26	3.4
C/C(=N\Nc1nc2ccccc2[nH]1)c1ccc(C)o1	2.5	-12	0	1.7	-4.0	-3	-8	3	-4.0
COc1ccc(OC)c(S(=O)(=O)n2nc(C)cc2C)c1	-0.8	-5	-3	-0.6	-5.6	-15	2	-3	-4.2
COc1cccc(CN(C)C(=O)[C@@H](NC(=O)c2ccc(C)cc2)C(C)C)c1	-2.0	-7	-32	2.4	-1.6	/	-17	5	-4.2
CNS(=O)(=O)c1ccc(NCC2COc3ccccc3O2)c([N+](=O)[O-])c1 (stereo unspecified)	16	0	10	11	-4.2	-17	3	-6	-1.6
Cc1ccc(S(=O)(=O)N[C@@H](Cc2ccccc2)C(=O)N2CCC(C(=O)N[C@H](C(=O)O)C(C)O)CC2)cc1 (stereo partly specified)	0.3	-9	-29	6.1	-4.0	15	-13	2	-3.7
O=C(O)c1cn(Cc2ccccc2)c2ccccc2c1=O	-0.1	-11	-4	0.2	1.7	9	-10	3	-1.2
O=C(Cc1ccccc1F)Nc1cc(Cl)ccc1N1CCCC1	-1.8	-13	-18	-1.4	-3.3	37	10	2	-4.3
O=C1c2[nH]nc(-c3ccccc3O)c2C(c2cccc(Cl)c2)N1CC1CCCO1 (stereo unspecified)	1.0	-7	-36	1.6	-1.1	-38	-9	-12	-0.3
COc1ccccc1N1CCN(Cc2cc(Br)c(O)c3ncccc23)CC1	-0.4	/	-9	-0.8	24*	78*	-12	19	-4.5
CCc1nnc(NC(=O)CCC(=O)NCC2CCCO2)s1 (stereo unspecified)	0.0	-3	2	0.7	-0.8	38	-6	-2	-2.0
O=C(NCc1ccccc1F)c1cccs1	-0.3	-4	0	0.3	-3.4	26	-11	-3	-2.8
O=C(O)CC(SCc1ccc(C(=O)O)o1)C(=O)O (stereo unspecified)	-0.3	-4	4	2.6	-3.8	11	-13	0	-2.1

A portion of the results above:
SMILES	OXTR agonist	GalR3 antag	FID counter	V1R ag counter	VIM-2 inh	PHOSPHO1 inh	GPR7 antagonist	HCV NS3 hel inh	IMP-1 inh
Cc1nc(CNS(=O)(=O)c2cc(F)ccc2F)cs1	0.4	0	-6	0.4	-0.4	-2	-11	11	-4.3
CCOC(=O)CC(=O)CSc1nnc2c(n1)[nH]c1ccccc12	0.0	-6	-2	-0.1	1.1	31	10	11	-1.2

Five entries from above, as a markdown table:
| Structure | OXTR agonist | GalR3 antag | FID counter | V1R ag counter | VIM-2 inh | PHOSPHO1 inh | GPR7 antagonist | HCV NS3 hel inh | IMP-1 inh |
| --- | --- | --- | --- | --- | --- | --- | --- | --- | --- |
| O=C(N/N=C/c1c(Cl)cccc1Cl)c1ccc(F)cc1 | -1.0 | -6 | -4 | -0.1 | -2.2 | 30 | -11 | 3 | -3.4 |
| C/C(=N\Nc1nc2ccccc2[nH]1)c1ccc(C)o1 | 2.5 | -12 | 0 | 1.7 | -4.0 | -3 | -8 | 3 | -4.0 |
| Cc1nc2[nH]c(=O)c3c(n2n1)NC1=C(C(=O)CC(C)(C)C1)C3c1ccccc1 (stereo unspecified) | 0.1 | -1 | -17 | 0.7 | -1.1 | -4 | 0 | 5 | -2.1 |
| COc1ccc(OC)c(S(=O)(=O)n2nc(C)cc2C)c1 | -0.8 | -5 | -3 | -0.6 | -5.6 | -15 | 2 | -3 | -4.2 |
| Cc1ccc(Nc2nc3c(c(=O)[nH]c(=O)n3C)n2Cc2ccc(F)cc2)cc1 | -2.8 | 1 | -4 | -1.8 | -1.5 | 8 | -14 | -2 | 0.7 |

New compounds follow
SMILES	OXTR agonist	GalR3 antag	FID counter	V1R ag counter	VIM-2 inh	PHOSPHO1 inh	GPR7 antagonist	HCV NS3 hel inh	IMP-1 inh
CCOc1cc(CN2CCN(c3ncccn3)CC2)ccc1OC	0.1	-7	-2	2.9	-0.6	/	-12	-13	1.6
COc1ccc(C(=O)Nc2ccnn2C2CCN(CC3CC=CCC3)CC2)cc1 (stereo unspecified)	/	0	9	/	-3.4	32	-13	11	-3.4
COc1ccc(C(=O)n2c(-c3ccco3)nc3ccccc32)cc1	-1.6	-4	-17	-0.9	5.6	21	8	0	-2.4
COc1cccc(NC(=O)CSc2ccccn2)c1	0.3	-3	-4	0.1	-0.2	23	1	-5	-0.2
Cc1cccc(C(=O)OCC(=O)c2ccc3c(c2)OCO3)c1O	2.5	0	-5	1.6	-1.3	26	-12	-14	-1.5
CCOC(=O)C1=C(C)NC(SC(C)=O)=NC1c1ccc(OC(C)=O)c(OC)c1 (stereo unspecified)	0.3	4	-11	0.7	-2.3	-22	1	-5	-3.4
N#Cc1ccccc1NC(=S)NC(=O)c1cccnc1	0.5	-5	-4	1.0	-2.6	/	12	-2	-0.9
O=C(NN1C(=O)c2ccccc2NC1c1cccnc1)c1ccccc1 (stereo unspecified)	-0.4	-2	-4	-1.2	-1.6	18	-4	8	-2.2
